PfHsp90 yeast 2 – growth inhibition of yeast expressing Plasmodium Hsp90; S. cerevisiae expressing PfHsp90, BacTiter-Glo ATP, 48 h; yeast lacking PDR1 and PDR3 efflux regulators; inhibition, % at 9.4 µM; 0.32% of 310,000 active; AID 504621;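 active = every replicate shows inhibition above about 80%, whatever the replicate mean, limit read from the data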;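 also: 0% = DMSO neutral controls and 100% = 20 µM radicicol positive controls; yeast relying on Plasmodium falciparum Hsp90 in place of its own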
HTR5A inv ctr – counter-screen for OPRM1-OPRD1 inverse agonists: human HTR5A inverse agonism. HTR5A cell line, luminescence. inhibition, % at 9.3 µM. 0.083% of 340,000 active. AID 504634; in the data active = inhibition mostly above about 23%, no sharp cut-off; inactive = mostly below about 18%;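 also: 0% = cells with DMSO and 100% = no-cell wells with DMSO; some compounds called inactive have numbers as strong as hits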
Target sequence (P47898 whole entry, looked up): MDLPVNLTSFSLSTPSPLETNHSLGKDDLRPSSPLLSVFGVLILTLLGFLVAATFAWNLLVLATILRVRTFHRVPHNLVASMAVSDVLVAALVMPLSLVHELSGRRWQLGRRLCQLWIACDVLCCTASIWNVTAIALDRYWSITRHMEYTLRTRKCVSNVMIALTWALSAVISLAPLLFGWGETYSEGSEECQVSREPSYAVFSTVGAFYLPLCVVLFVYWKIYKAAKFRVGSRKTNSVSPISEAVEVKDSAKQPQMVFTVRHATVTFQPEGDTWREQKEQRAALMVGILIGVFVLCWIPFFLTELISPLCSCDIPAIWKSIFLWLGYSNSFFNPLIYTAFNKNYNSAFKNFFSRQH
PKA-R1A activ – PKA-R1A complex activation | PKA-R1A dissociation, Cy5-IP20 fluorescence polarization; scaled: DMSO 0%, 113 µM cGMP 100% | P00514+P68181 | activation, % at 11.4 µM | 0.083% of 340,000 active;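 active = percent activation above the mean of all tested compounds plus 3 SD, cut at about 19% in these data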;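 also: higher means more PKAc released from R1A so a rise in polarization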
Mot1-301 SUMO – inhibitors of SUMOylation pathway: yeast Mot1-301 growth rescue | 1% of 320,000 active | S. cerevisiae Mot1-301 growth rescue, ATP luminescence, 38.5C; percent above DMSO median, 100 means doubled | growth rescue, % at 18.8 µM | AID 2716;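 active = every valid replicate shows activation above 250% relative to neutral control wells; inactive = the rest, any valid replicate at or below 250%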;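 also: OY570 slx delta 5 strain wells were the positive control but not used for scaling; some compounds called inactive have numbers as strong as hits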
PKA-R2B act – activators of human PKA-R2B complex | activation, % at 11.4 µM | P22694+P31323 | 0.079% of 340,000 active | PKA-R2B holoenzyme dissociation, Cy5-IP20 fluorescence polarization; R2B truncated from residue 108, S112A mutant; 0% DMSO only, 100% 113 µM cGMP;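 active = activation above a cutoff set at the mean over all compounds plus 3 SD, cut at about 18% in these data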;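 also: higher means more holoenzyme dissociation and a rise in polarization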
Target sequence (P31323 whole entry, looked up, other chains not shown, the tested form may be a part): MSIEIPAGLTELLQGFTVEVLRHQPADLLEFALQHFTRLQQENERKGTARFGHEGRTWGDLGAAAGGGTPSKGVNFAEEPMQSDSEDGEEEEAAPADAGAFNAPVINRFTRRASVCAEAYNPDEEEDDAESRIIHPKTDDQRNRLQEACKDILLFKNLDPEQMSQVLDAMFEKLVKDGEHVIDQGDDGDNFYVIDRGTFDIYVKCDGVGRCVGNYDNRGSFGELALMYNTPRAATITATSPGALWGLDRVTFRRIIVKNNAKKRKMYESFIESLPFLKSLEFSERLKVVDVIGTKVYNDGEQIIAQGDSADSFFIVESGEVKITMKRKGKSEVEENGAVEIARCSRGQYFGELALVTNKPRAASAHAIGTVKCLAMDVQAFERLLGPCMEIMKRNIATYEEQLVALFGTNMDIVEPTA
MOR-DOR ag – OPRM1-OPRD1 heterodimerization agonism. cells, luminescence. activation, % at 9.3 µM. 0.3% of 340,000 active. AID 504326; in the data active = activation above about 18%;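 also: 0% = vehicle-treated cells and 100% = reference agonist; values of inactives mirror those of a sister screen read the other way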
OPRM1-OPRD1 inv – mu-delta opioid heterodimer inverse agonism; 0.21% of 340,000 active; cell-based MOR-DOR heterodimer luminescence; inhibition, % at 9.3 µM; AID 504357; in the data active = inhibition above about 22%, passing the limit was not always enough;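 also: 0% = cells with DMSO and 100% = wells without cells with DMSO; values of inactives mirror those of a sister screen read the other way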
E coli growth – reduces bacterial viability in AddAB counter-screen; E. coli V3065 growth, OD600 absorbance, 18 h; 0.27% of 330,000 active; inhibition, % at 11.9 µM;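 active = inhibition above the campaign's mean inhibition across all tested compounds plus 3 SD, cut at about 9.9% in these data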;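 also: uninfected addAB+ strain grown without phage in ampicillin broth; 0% = DMSO wells and 100% = ciprofloxacin 0.95 µg/ml wells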
AddAB inh – less growth of phage-infected E. coli with AddAB. 0.29% of 330,000 active. inhibition, % at 11.9 µM. AID 435030. E. coli expressing H. pylori AddAB, absorbance growth; in the data active = inhibition above about 12%;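 also: 0% = vehicle wells of infected cells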
Tat export inh – E. coli Tat transport inhibition; E. coli MC4100 TorA-mCherry Tat export, fluorescence; inhibition, % at 10 µM; 0.036% of 340,000 active;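 active = mean replicate inhibition at least 50% and at least half of replicates individually reaching 50%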;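 also: exported cargo escapes ClpAP degradation while cytoplasmic cargo is degraded and loses fluorescence; 0% = median of neutral control wells and 100% = median of NaSCN control wells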
phage Ecoli inh – E. coli growth loss with phage present; growth absorbance; inhibition, % at 11.9 µM; 0.26% of 360,000 active; AID 651602; in the data active = inhibition above about 11%
Numbers without * were called inactive; / = not tested or not shown; & = joins results of further samples.

SMILES	PfHsp90 yeast 2	HTR5A inv ctr	PKA-R1A activ	Mot1-301 SUMO	PKA-R2B act	MOR-DOR ag	OPRM1-OPRD1 inv	E coli growth	AddAB inh	Tat export inh	phage Ecoli inh
CCOc1cccc(/C=C/c2ccc3cccc(O)c3n2)c1OC	-51	53*	3	-5	1	-0.7	3	-1.8	-1.3	3	0.2
CCOC(=O)N1CCN(C(=O)C2CCN(C(=O)c3cc4sccc4n3CC)CC2)CC1	6	-2	-6	-12	-5	-1.2	7	-1.3	5.0	2	2.2
CCCc1ccc(C(C)NC(=S)NC2CCCCC2)cc1 (stereo unspecified)	-48	0	5	-31	-9	5.1	-27	/	/	11	3.1
CCCCNc1c(-c2cccc(Sc3ccc(OC)cc3)c2)nc2ccccn12	10	-18	5	31	2	4.9	-27	4.7	2.2	1	2.2
Cc1ccc2c(CSc3nnc(N)s3)cc(=O)oc2c1	-13	5	-14	/	-13	-0.5	3	2.8	0.2	4	0.1
CC1(C)C(=O)Nc2ccccc2N1C(=O)COC(=O)c1cc([N+](=O)[O-])ccc1N	9	0	-5	12	-6	-0.7	5	1.9	4.0	-4	3.1
N#CCCN(C(=O)COC(=O)CCNS(=O)(=O)c1ccccc1)c1ccccc1	11	1	0	6	-3	0.6	-2	1.8	2.7	-1	0.3
Cn1c(CCNC(=O)c2ccc(Cl)c(Cl)c2)nnc1SCc1ccc(Cl)c(Cl)c1	/	10	8	1	-6	-0.1	1	0.7	1.4	-1	1.5
CC1CCC(C(C)C)C(OC(=O)Cn2c(-c3ccccc3)[n+](C)c3ccccc32)C1 (stereo unspecified)	-10&9	-9&-8	2&1	-22&-2	12&-7	-3.0&0.3	16&-2	0.7&1.4	4.3&1.5	5&6	5.8&4.5
COC(=O)C1CC(c2c(OC)cc(OC)cc2OC)=NO1 (stereo unspecified)	-12	0	0	-2	-1	-2.6	13	-4.4	-0.4	-9	1.5
Cc1cc(C)c(C(=O)OCC(=O)NCc2cccs2)c(C)c1	-5	4	-11	-8	-7	3.2	-16	-3.7	-1.4	-5	4.1
Cc1cc[n+](CC[n+]2ccc(C)cc2)cc1	-57	5	-1	-3	8	-3.4	20	3.2	2.6	-18	2.4
CCN(CC)CCn1c2c(c(SCC(=O)Nc3nccs3)nc1=O)CCCC2	-17	20	-1	4	6	-1.6	9	-1.4	1.7	-3	2.3
CC(=O)Nc1ccc(C(F)(F)F)cc1Cl	-13	-12	4	179	11	-0.9	5	-0.9	0.8	-4	1.2
C/C(=N/NC(=O)c1sc(NS(=O)(=O)c2ccc(C)cc2)nc1C)c1sc(N)nc1C	-13	-3	-2	274	-9	-2.1	11	-1.1	4.7	-7	2.2
O=C(c1ccccc1)c1ccc2c(c1)OCCOCCOCCO2	-17	-18	-14	-7	1	-1.5	8	1.5	0.9	5	2.1
Cc1ccc(OCC(=O)N/N=C\c2c(C)n(C)c3ccccc23)c([N+](=O)[O-])c1	-9	-18	-6	141	3	1.5	-10	-0.7	-1.1	2	/
CC(=O)OC1CCC2C3CCc4cc(O)ccc4C3CCC12C (stereo unspecified)	0	-11	7	/	-5	7.7	-42	/	/	-3	3.2
CCOc1ccc(CN(C)CC(=O)Nc2cccc(S(=O)(=O)N(C)c3ccccc3)c2)cc1	-1	17	-3	-6	-7	0.4	-2	-0.2	0.3	1	-1.7
CC(C)(C)c1cc(CNC2CS(=O)(=O)C[C@@H]2O)cc(C(C)(C)C)c1O (stereo partly specified)	-41	-24	-3	39	-4	0.9	-5	-0.4	-2.5	-6	5.1
COC(=O)c1ccc2c(c1)NC(=O)C(N1CCCCC1)S2 (stereo unspecified)	-5	-19	-4	-7	-6	1.4	-8	-1.1	0.4	-4	1.7
CCOC(=O)c1cc(-c2csc(Nc3ccccc3Cl)n2)on1	-4	13	5	-6	5	5.2	-26	-2.6	-0.8	2	2.7
CCOc1ccccc1/C=N/NC(=O)c1cccc(S(=O)(=O)N2CCOCC2)c1	-5	-2	4	-10	-10	-1.1	6	-2.4	1.6	8	1.2
COC(=O)c1c(C(=O)OC)c(-c2ccc(F)cc2)n2c1CS(=O)C2 (stereo unspecified)	9	-10	-2	3	6	-1.9	11	1.4	2.4	-3	1.0
NC(=O)NS(=O)(=O)Oc1ccccc1	11	3	-2	11	-11	-1.0	6	-1.1	-2.6	3	0.6
CC1CCc2cc(F)ccc2N1C(=O)CN1C(=O)c2ccccc2C1=O (stereo unspecified)	/	0	-2	-7	9	-1.6	9	1.4	0.4	-9	-2.5
O=C(O)c1ccccc1C(=O)O	-6	5	-7	-12	6	-1.6	9	-0.9	2.2	8	-0.9
Cc1cc(C)c2c(=O)n(-c3ccccc3)[nH]c2n1	/	15	3	17	-4	-2.4	14	-3.8	2.3	-4	2.1
O=C(CSC(=S)N1CCCC1)NCC(=O)Nc1ccccc1Br	-6	-11	6	4	-1	0.7	-4	-1.5	2.8	-8	1.5
CCOC(=O)C1CCN(S(=O)(=O)c2ccc3c(c2)NC(=O)CS3)CC1	22	-7	-2	-7	-11	-2.5	13	1.5	4.4	-11	-1.4
O=C(Nc1cc(C(F)(F)F)ccc1N1CCOCC1)c1cccs1	-8	-26	6	75	-8	0.1	-1	-3.5	-1.1	9	2.0
Oc1ccc(N2CCN(CC(O)c3ccccc3)CC2)cc1 (stereo unspecified)	21	-3	0	5	0	4.0	-28	-0.9	4.1	3	3.5
O=C(CSc1ccc(Cl)cc1)NC1CCCC1	-15	2	-5	-4	-5	-2.1	10	-1.6	-1.3	-10	0.2
COc1cc(/C=C2\SC(=S)N(CCC(=O)NC3CCCC3)C2=O)cc(OC)c1OC	-7	4	9	2	7	-0.3	2	-0.3	2.2	-5	-0.6
COC(=O)C1(C)NC(c2ccccc2C)C2C(=O)N(c3ccccc3)C(=O)C21 (stereo unspecified)	-4	-11	-5	-7	-12	-1.7	9	-0.3	-0.5	-4	-1.4
CCOC(=O)c1cc2ccc(OC)cc2oc1=O	1	-19	-4	-4	-5	-0.9	5	-1.4	0.2	-3	4.6
Cc1ccc(C23CC4CC(CC(NC(=O)NC(C)(C)CO)(C4)C2)C3)cc1	22	20	7	7	4	-0.7	3	0.8	3.6	-10	1.2
COC(=O)/C(=C\Nc1ccc(Cl)cc1Cl)NC(=O)c1ccccc1	-14	11	-2	-3	7	0.2	-1	-1.8	0.9	-2	0.5
CCCC(c1nnnn1C1CCCCC1)N1CCN(c2ncccn2)CC1 (stereo unspecified)	-1	19	3	34	-2	-3.4	19	-1.6	1.3	-4	-0.3
c1ccc(CN2CCN(c3nc(NCc4ccco4)c4ccccc4n3)CC2)cc1	1	-7	-9	4	-6	2.0	-11	0.2	1.1	-10	5.9

Shown as a markdown table: entries from further up.
| mol | PfHsp90 yeast 2 | HTR5A inv ctr | PKA-R1A activ | Mot1-301 SUMO | PKA-R2B act | MOR-DOR ag | OPRM1-OPRD1 inv | E coli growth | AddAB inh | Tat export inh | phage Ecoli inh |
| --- | --- | --- | --- | --- | --- | --- | --- | --- | --- | --- | --- |
| CC1CCc2cc(F)ccc2N1C(=O)CN1C(=O)c2ccccc2C1=O (stereo unspecified) | / | 0 | -2 | -7 | 9 | -1.6 | 9 | 1.4 | 0.4 | -9 | -2.5 |
| O=C(CSC(=S)N1CCCC1)NCC(=O)Nc1ccccc1Br | -6 | -11 | 6 | 4 | -1 | 0.7 | -4 | -1.5 | 2.8 | -8 | 1.5 |

(cont.)
SMILES	PfHsp90 yeast 2	HTR5A inv ctr	PKA-R1A activ	Mot1-301 SUMO	PKA-R2B act	MOR-DOR ag	OPRM1-OPRD1 inv	E coli growth	AddAB inh	Tat export inh	phage Ecoli inh
O=C(O)Cc1csc(-c2cccc(Oc3ccccc3)c2)n1	-8&5	5&-6	6&-3	3&-2	6&-6	-4.2&-2.5	22&12	-2.1&-0.9	-1.2&1.1	-2&-6	0.9&1.5
CCN(CCO)Cc1csc2ccccc12	-21	-9	-3	18	-1	-2.0	10	0.3	1.6	2	3.2
CC(C)(C)OC(=O)C[C@@H]1C/C=C\C[C@@H](CC(=O)N(CCO)Cc2ccccc2)C(=O)NC[C@@H](c2ccccc2)OC1=O	12	18	-20	4	-7	-6.4	29	-0.2	0.9	9	1.9
O=C(O)C1CC(O)CN1C(=S)Nc1ccccc1 (stereo unspecified)	-6	5	-9	-18	-4	-0.6	3	-0.7	-0.9	6	0.8
CC1(C)CC(=O)C2=C(C1)OC(c1cccs1)C(C#N)=C2N (stereo unspecified)	-26	-5	-5	-2	-9	-2.4	14	-2.4	-0.3	1	0.6
CN1C(=O)/C(=C/c2ccc(OCc3ccccc3F)cc2)N(C)C1=S	-3	-1	14	-6	11	-2.9	13	0.6	-0.9	-7	-1.2
N#CCSc1nnc(-c2ccccc2O)n1CCc1ccccc1	/	-11	-9	6	-14	-2.6	14	-1.0	2.3	16	2.6

Structures above that contain two or more sulfur atoms, in the order listed:
SMILES	PfHsp90 yeast 2	HTR5A inv ctr	PKA-R1A activ	Mot1-301 SUMO	PKA-R2B act	MOR-DOR ag	OPRM1-OPRD1 inv	E coli growth	AddAB inh	Tat export inh	phage Ecoli inh
Cc1ccc2c(CSc3nnc(N)s3)cc(=O)oc2c1	-13	5	-14	/	-13	-0.5	3	2.8	0.2	4	0.1
CCN(CC)CCn1c2c(c(SCC(=O)Nc3nccs3)nc1=O)CCCC2	-17	20	-1	4	6	-1.6	9	-1.4	1.7	-3	2.3
C/C(=N/NC(=O)c1sc(NS(=O)(=O)c2ccc(C)cc2)nc1C)c1sc(N)nc1C	-13	-3	-2	274	-9	-2.1	11	-1.1	4.7	-7	2.2
O=C(CSC(=S)N1CCCC1)NCC(=O)Nc1ccccc1Br	-6	-11	6	4	-1	0.7	-4	-1.5	2.8	-8	1.5
CCOC(=O)C1CCN(S(=O)(=O)c2ccc3c(c2)NC(=O)CS3)CC1	22	-7	-2	-7	-11	-2.5	13	1.5	4.4	-11	-1.4
COc1cc(/C=C2\SC(=S)N(CCC(=O)NC3CCCC3)C2=O)cc(OC)c1OC	-7	4	9	2	7	-0.3	2	-0.3	2.2	-5	-0.6

Screening results as filed in PubChem BioAssay.
